Source: PubChem
Rac1 GTP hydrolysis = MgcRacGAP GTPase-activating activity inhibitors, confirmation, biochemical, ADP Hunter fluorescence; inhibition, % at 30 µM; hits with a dose series show IC50 in µM; AID 624330; 340,000 tested, 0.6% active; MgcRacGAP-stimulated Rac1 GTP hydrolysis, ADP Hunter fluorescence; higher % means a stronger effect; GST-tagged Rac1 F28L mutant substrate;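 active means first-screen hits whose inhibition reached a set limit at any dose in the follow-up dose series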;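 further: fluorescence reports GDP produced by GAP-driven GTP hydrolysis; strong numbers were not always called active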
UTI89 phage lysis = inhibition of K1F phage lysis, E. coli UTI89, bacterial capsule biogenesis inhibitors, alamar blue (AID 488966). one-dose inhibition, % at 100 µM; IC50 in µM for titrated hits. E. coli UTI89 K1F phage lysis, alamar blue, 2 h; higher % means a stronger effect. 340,000 tested, 0.02% active;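 active means phage lysis inhibition, versus mean bacterial control, above a set limit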;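 further: capsule biogenesis inhibitors block K1F phage lysis so surviving cells raise fluorescence; higher fluorescence means more inhibition of phage lysis; actives were called in the ten point dose series up to 300 µM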
NTR1 ag = NTR1-driven beta-arrestin-GFP spot formation – imaging, U2OS cells, high content, primary screen (AID 493036); 330,000 tested, 0.17% active; P30989; activation, % at 20 µM; agonist mode;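 active means activation at or above 40% of the spot to cytoplasm intensity ratio, with at least 20 cells analyzed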;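 further: 0% = DMSO without peptide and 100% = 100 nM NTR1 peptide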
Target sequence (P30989 whole entry, looked up): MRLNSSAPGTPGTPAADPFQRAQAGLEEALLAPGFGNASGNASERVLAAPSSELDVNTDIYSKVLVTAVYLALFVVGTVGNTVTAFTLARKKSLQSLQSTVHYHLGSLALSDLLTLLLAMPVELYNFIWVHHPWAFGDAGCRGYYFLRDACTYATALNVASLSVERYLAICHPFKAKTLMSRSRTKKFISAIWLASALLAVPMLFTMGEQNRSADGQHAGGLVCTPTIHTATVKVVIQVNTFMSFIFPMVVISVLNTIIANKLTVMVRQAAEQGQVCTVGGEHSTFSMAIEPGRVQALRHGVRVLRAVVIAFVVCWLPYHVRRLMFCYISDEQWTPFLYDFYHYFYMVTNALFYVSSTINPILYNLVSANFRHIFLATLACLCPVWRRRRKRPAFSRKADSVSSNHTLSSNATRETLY
NTR1 ag cell count 20 µM = second read-out of NTR1 ag, no call of its own (marks repeat the call); cell count; measured here: cell count, cytotoxicity flag
* marks the source's active call; other numbers are inactive results; i = inactive; [ ] = dose if it differs, or a comment. Some of the compounds tested; rates above refer to the full screens.

Screens in order: Rac1 GTP hydrolysis, UTI89 phage lysis, NTR1 ag, NTR1 ag cell count 20 µM
O=C(O)C1CCN(Cc2cnn(-c3ccccc3)c2-n2cccc2)CC1
→ 35%, 4.3%, 1.1, 54
O=C(Cn1nc(C(=O)O)c2ccccc2c1=O)Nc1cccc(S(=O)(=O)N2CCCC2)c1
→ 5%, 0.5%[50 µM], 1.3, 70
COc1ccc(/[N+]([O-])=C/c2ccoc2)cc1
→ 9%, 2.2%, -2.6, 58
COc1ccc(CN(C)C(=O)c2ccc(NC(=O)CC3SC(N4CCCC4)=NC3=O)cc2)c(OC)c1OC (stereo not given)
→ 4%, 2.5%[50 µM], -1.1, 58
CCOc1cc(-c2sc(Nc3cc(C)ccc3OC)n[n+]2-c2ccccc2)ccc1OC
→ 4%, -0.5%, -4.3, 91
NCCCC[C@H]1CN=C(N)N1CCc1cccc2ccccc12
→ 9%, 0.6%, 3.1, 85
CC(=O)N1CCN(C(=O)c2ccc(Cl)c(NC(=O)c3cccs3)c2)CC1
→ -1%, 1.5%[50 µM], 0.0, 46
O=C(CN1C(=O)NC2(CCCC2)C1=O)OCCOc1ccc(Cl)cc1Cl
→ 3%, 2.0%[50 µM], 4.5, 47
CCN(CC(=O)Nc1ccccc1C(F)(F)F)C(=O)C1CC(=O)N(Cc2ccccc2)C1 (stereo not given)
→ 7%, 1.2%[50 µM], -0.4, 89
Cc1ccccc1NC(=O)CSc1nnc2ccc(-c3ccncc3)nn12
→ 7%, 0.9%[50 µM], -0.2, 50
COc1ccc(N=Nc2c(C)[nH]c3ccccc23)cc1
→ 3%, 0.6%, 8.8, 56
Cc1ccc(-n2ncc3c(=O)[nH]c(SCC(=O)NCC4CCCO4)nc32)cc1 (stereo not given)
→ 8%, 0.6%[50 µM], 0.6, 64
O=C(COC(=O)c1n[nH]c2ccccc12)Nc1ccccc1Br
→ -4%, 2.8%, -1.1, 65
CCOC(=O)c1ccc(NC(=O)c2ccnn2C)cc1
→ 0%, -0.1%, 0.2, 81
CCOc1ccc(Br)cc1S(=O)(=O)Nc1cccc(S(=O)(=O)Nc2ccccc2C(=O)O)c1
→ 5%, -0.6%[50 µM], -1.1, 61
CCc1ccc([C@H]2C(C(=O)O)=C[C@@H](CC)N2S(=O)(=O)c2ccc(C)cc2)cc1
→ 7%, 0.3%, -1.4, 44
CC(C)(C)c1nnc(NS(C)(=O)=O)s1
→ -6%, -6.9%, 0.2, 55
CCOc1ccc(NC(=O)CN(c2ccc(OC)cc2)S(=O)(=O)c2cccs2)cc1
→ -1%, -0.7%, 0.5, 61
Oc1ccccc1N=N/C(=N/Nc1ccccc1O)c1ccccc1
→ 7%, -0.9%, 0.9, 54
O=C(NCc1ccccc1Cl)C(=O)NCC1CCCN1S(=O)(=O)c1cccs1 (stereo not given)
→ 9%, 0.9%[50 µM], -0.1, 64
CCOc1ccc2oc(C(=O)NNC(=O)c3ccccc3O)c(C)c2c1
→ 9%, -0.2%[50 µM], 1.0, 50
Cc1ccc(N(CCC#N)C(=O)COC(=O)C2=COCCO2)cc1
→ 3%, 1.2%[50 µM], -0.9, 66
O=C(COC(=O)CNC(=O)c1ccc(Cl)c([N+](=O)[O-])c1)NNC(=O)c1ccccc1F
→ 3%, 0.5%[50 µM], -1.4, 60
Cc1csc2nc(O)c(C(=O)NCCCN3CCCC3=O)c(=O)n12
→ 7%, 0.9%[50 µM], 0.1, 59
O=C1c2ccccc2S(=O)(=O)c2cc(C(=O)N3CCN(c4ncccn4)CC3)ccc21
→ 3%, 1.2%, 5.1, 92
Cc1ccc(C(=O)NCCCN2CCOCC2)cc1S(=O)(=O)N1CCCCC1
→ 2%, 1.4%[50 µM], -1.3, 72
CN(C)C(CNS(=O)(=O)c1cc([N+](=O)[O-])ccc1Cl)c1ccco1 (stereo not given)
→ 11%, -1.3%, 7.3, 91
O=C(NCCC(=O)N1CCN(c2ccc(F)cc2)CC1)c1ccco1
→ 9%, 0.7%[50 µM], -1.0, 54
CC(=O)N1CCN(c2ccc(NCc3cccc(C)c3)cc2)CC1
→ 9.9µM*, 1.2%, 0.1, 54
CCOC(=O)C1=C(C)NC(C)=C(C(=O)OCC)C1C(=O)OCC(=O)NC(C)c1ccccc1 (stereo not given)
→ 11%, 0.4%[50 µM], 2.5, 53

Gathered by group, the compounds so far containing a thiophene ring, fused or not
Screens in order: Rac1 GTP hydrolysis, UTI89 phage lysis, NTR1 ag, NTR1 ag cell count 20 µM
CC(=O)N1CCN(C(=O)c2ccc(Cl)c(NC(=O)c3cccs3)c2)CC1
→ -1%, 1.5%[50 µM], 0.0, 46
CCOc1ccc(NC(=O)CN(c2ccc(OC)cc2)S(=O)(=O)c2cccs2)cc1
→ -1%, -0.7%, 0.5, 61
O=C(NCc1ccccc1Cl)C(=O)NCC1CCCN1S(=O)(=O)c1cccs1 (stereo not given)
→ 9%, 0.9%[50 µM], -0.1, 64

Further results.
Screens in order: Rac1 GTP hydrolysis, UTI89 phage lysis, NTR1 ag, NTR1 ag cell count 20 µM
COc1ccc(-c2ccc3c(c2)S(=O)(=O)c2cccc(C(=O)NCCOc4ccccc4Cl)c2C3=O)cc1OC
→ -1%, -0.8%, 1.7, 56
COc1cc(OC)cc(C(=O)NC2CC3CCC(C2)N3C)c1 (stereo not given)
→ 0%, 0.0%[50 µM], 1.4, 44
Cc1ccccc1C(=O)NC(CC(C)C)C(=O)NCC(C)(C)N1CCOCC1 (stereo not given)
→ 3%, 0.8%[50 µM], -1.9, 71
Cc1ccccc1S(=O)(=O)N1[C@@H](c2cccc(Cl)c2)C(C(=O)O)=CC[C@H]1c1ccc(Cl)cc1
→ 3%, -4.7%, 7.9, 99
Cc1cccc(NC(=O)CSCC(=O)Nc2ccc(S(=O)(=O)N3CCOCC3)cc2)c1
→ -4%, 0.7%[50 µM], 1.5, 80
CCN(CC(=O)Nc1ccc(NC(C)=O)cc1)C(=O)CN1C(=O)NC2(CCCC2)C1=O
→ 5%, 1.4%[50 µM], 1.7, 64
CC(NC(=O)c1ccc(S(=O)(=O)NCc2ccco2)cc1)c1ccc(F)cc1 (stereo not given)
→ 2%, 0.3%[50 µM], -1.7, 57
CCOC(=O)c1c(C)[nH]c(C(=O)COC(=O)c2cnccn2)c1C
→ 6%, -0.6%, -1.4, 53
CNC(=O)[C@H]1O[C@@H](n2cnc3c(NCc4cccc(I)c4)nc(Cl)nc32)[C@H](O)[C@@H]1O
→ 6%, 4.2%, 4.6, 62
NC1(C#Cc2ccc3c(=O)c4ccccc4sc3c2)CCCCC1
→ 1%, i, 9.6, 48
CCCCn1c(N)c(N(CC)C(=O)C2CCCC2)c(=O)[nH]c1=O
→ 8%, 0.8%[50 µM], -2.0, 91
CC1CC1C(=O)OCC(=O)NNC(=O)COc1ccc(Br)cc1 (stereo not given)
→ 4%, 0.7%[50 µM], -0.4, 50
O=C(CC1OC(=O)c2ccccc21)Nc1ccc(Cl)c(S(=O)(=O)N2CCCCC2)c1 (stereo not given)
→ 2%, -0.4%[50 µM], 1.8, 52
CCCCn1c(N)c(N(CC(C)C)C(=O)C2=NN(c3cc(C)ccc3C)C(=O)CC2)c(=O)[nH]c1=O
→ -2%, -0.1%[50 µM], 0.4, 48
COc1ccc(OC)c(S(=O)(=O)N2CCC3(CC2)OCCN3S(=O)(=O)c2ccccc2)c1
→ 6%, 0.0%[50 µM], 1.7, 60
CCCCCN(C(=O)CCC(=O)OCc1cccc(F)c1)c1c(N)n(CCCC)c(=O)[nH]c1=O
→ 5%, 1.5%[50 µM], 0.7, 71
Cc1ccc(S(=O)(=O)N2[C@@H](c3ccccc3F)C(C(=O)O)=CC[C@H]2c2ccc(C(C)C)cc2)cc1
→ 6%, -2.9%, 17, 96
COC(=O)C[C@H]1c2cc(C(F)(F)F)ccc2S(=O)(=O)N1Cc1ccccc1
→ 10%, 0.6%, -1.6, 106
Cc1cc(C)c2nc(N3CCN(C(=O)c4cccs4)CC3)sc2c1
→ 3%, 0.7%[50 µM], 3.4, 73
Cc1cccc(NC(=O)CN2CCN(C(=O)c3cccc(-n4cnnn4)c3)CC2)c1C
→ 6%, 0.4%[50 µM], 4.7, 61
COc1cc(/C=C/C(=O)N(C)CC(=O)Nc2ccccc2SC)cc(OC)c1OC
→ 4%, -0.2%[50 µM], 0.8, 71
Cc1c[n+]([O-])ccc1Oc1ccc([N+](=O)[O-])cc1
→ 11%, 0.6%, 0.0, 64
Cc1ccc(S(=O)(=O)C(NC(=O)c2ccccc2)=C(Cl)Cl)cc1
→ 5%, 0.0%, -2.0, 97
O=C(Nc1ccncc1)c1cc2ccccc2cc1O
→ 5%, 2.2%[50 µM], 5.1, 53
Cc1ccc(SCC(=O)NC2CCS(=O)(=O)C2)cc1C (stereo not given)
→ -5%, 0.1%[50 µM], 0.5, 59
Cc1ccc(C(=O)Nc2cc(Cl)ccc2-n2cncn2)s1
→ 9%, 1.1%[50 µM], 0.1, 53
CC1CCCCC12NC(=O)N(CC(=O)NCCc1ccccc1)C2=O (stereo not given)
→ -5%, 2.6%, 3.3, 60
CCCCN1CC(=O)N2[C@H]3c4ccccc4OC[C@@H]3[C@H](c3ccccc3)[C@]2(C)C1=O
→ 15%, -0.1%, -0.6, 55
CCC(C)(C)C1CCc2[nH]nc(C(=O)NC3CCCC3)c2C1 (stereo not given)
→ -7%, -1.8%, 12, 83
CCc1ccc(C(=O)NNC(=O)C2CC(=O)N(Cc3ccccc3)C2)cc1 (stereo not given)
→ 7%, 1.4%[50 µM], 0.1, 59

Screens in order: Rac1 GTP hydrolysis, UTI89 phage lysis, NTR1 ag, NTR1 ag cell count 20 µM
COc1ccc(CCC(=O)NCc2cn3ccsc3n2)cc1
→ -3%, 0.8%, 0.2, 48
COc1c2n(C)ccc3c-2n(c(=O)c1=O)c1ccccc31
→ -3%, 2.6%, -1.3, 97
Cc1ccc(NC(=O)COC(=O)CNC(=O)C2CCCCC2)cc1S(=O)(=O)N(C)C
→ 2%, 0.8%, -0.4, 55
COC(=O)C1=C(C(=O)OC)[C@@H]2Nc3ccccc3[C@@]23C[C@@H](C(=O)OC)N(C(=O)c2cc(C)oc2C)C3=N1
→ 2%, -0.2%, -4.0, 101
Cc1ccc(S(=O)(=O)N2CCN(C(=O)CN3C(=O)c4ccc([N+](=O)[O-])cc4C3=O)CC2)c(C)c1
→ 5%, -0.6%[50 µM], -0.2, 64
O=C(CCCOc1ccccc1)NNC(=O)c1ccncc1
→ 2%, 0.3%, -0.2, 69
O=[N+]([O-])c1ccc(Cl)c(S(=O)(=O)Nc2cccc(S(=O)(=O)NC3=NCCC3)c2)c1
→ 19%, -2.4%, 5.2, 57
O=C(NCCS(=O)(=O)N1CCN(c2ccccc2F)CC1)c1ccc(Cl)cc1
→ 2%, 1.4%[50 µM], 0.5, 49
COc1cc(OC)c2ccc(=O)oc2c1C(CCN1CCOCC1)c1ccc2c(c1)OCO2 (stereo not given)
→ 10%, 0.0%, -1.1, 69
O=C(Nc1ccc(S(=O)(=O)N2CCCCC2)cc1)C1CCN(C(=O)c2ccc(F)cc2)CC1
→ 9%, 0.1%[50 µM], 0.1, 51
CCOc1ccc(NC(=O)C2CC(=O)N(Cc3ccco3)C2)cc1 (stereo not given)
→ 3%, 0.3%[50 µM], -0.8, 89
CCOc1ccc(S(=O)(=O)N(CC)CC(=O)NC2CCS(=O)(=O)C2)cc1 (stereo not given)
→ 4%, 1.0%[50 µM], 2.2, 87
O=C1N(c2ccccc2C(F)(F)F)O[C@@]1(c1ccccc1)C1CCCCC1
→ 2%, 2.5%, 1.1, 48
O=C(OCC(=O)N1CCOCC1)c1cnc(Cl)c(Cl)c1
→ 4%, 0.7%[50 µM], 0.2, 48
CC1(CCc2ccccc2)NC(=O)N(CC(=O)Nc2ccc(OC(F)F)cc2)C1=O (stereo not given)
→ 7%, 0.4%[50 µM], -0.4, 67
Cc1c(NC(=O)CN(C)CC(=O)Nc2ccc(F)c(F)c2F)c(=O)n(-c2ccccc2)n1C
→ 6%, 3.0%, -1.0, 52
Cc1c(NC(=O)c2cccc(NC(=O)COc3cccc(Br)c3)c2)c(=O)n(-c2ccccc2)n1C
→ 4%, -0.1%[50 µM], 2.9, 58
COc1ccc(S(=O)(=O)N2CCCC2CNC(=O)C(=O)NCCc2ccccc2)cc1 (stereo not given)
→ 4%, 0.7%[50 µM], -0.1, 64
COc1nnc(-c2ccc(N3CCCCC3)c(N)c2)c2ccccc12
→ 12%, 0.0%, 3.6, 70
Cc1nc(NC(=O)c2cccnc2Cl)sc1C
→ 15%, -0.5%, 0.6, 66
COc1ccccc1C(=O)NCCC(=O)N1CCN(c2cccc(C(F)(F)F)c2)CC1
→ 4%, 0.2%[50 µM], -0.8, 64
CN(Cc1ccccc1)C(=O)CNC(=O)C12CC3CC(CC(C3)C1)C2
→ 6%, 0.5%[50 µM], 4.1, 71
CC(C)C[C@@H]1CN=C(N)N1C[C@@H]1CCCN1C[C@@H](C(C)C)N1C[C@@H](Cc2ccccc2)N(CCCC2CCCC2)C1=N
→ 7%, 6.3%, -2.5, 51
C[C@@H]1O[C@@H](OCCC(=O)O)[C@H](O)C[C@H]1O
→ -1%, 0.0%, 1.2, 42
